NPYLR7 ag: mosquito NPYLR7 agonism | HEK293T NPYLR7/Galpha15, GCaMP6s calcium fluorescence | activation, % at 10 µM | 0.15% of 270,000 active; in the data active = activation above about 40%;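 note: 0% = vehicle and 100% = reference agonist at the receptor; some compounds past the cut are filed as inactive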
mcGAS lum: mouse cGAS inhibition by luminescence; Q8C6L5; recombinant cGAS, Kinase-Glo ATP depletion luminescence; inhibition, % at 12.5 µM; 0.15% of 160,000 active;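 note: 0% = negative control wells and 100% = reference inhibitor with no enzyme activity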
hcGAS lum: human cGAS inhibition; recombinant h-cGAS, ATP depletion, Kinase-Glo luminescence; 0.081% of 290,000 active; Q8N884; inhibition, % at 12.5 µM;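 note: 0% = vehicle reaction and 100% = reaction without DNA for no activity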
Target sequence (Q8N884 whole entry, looked up): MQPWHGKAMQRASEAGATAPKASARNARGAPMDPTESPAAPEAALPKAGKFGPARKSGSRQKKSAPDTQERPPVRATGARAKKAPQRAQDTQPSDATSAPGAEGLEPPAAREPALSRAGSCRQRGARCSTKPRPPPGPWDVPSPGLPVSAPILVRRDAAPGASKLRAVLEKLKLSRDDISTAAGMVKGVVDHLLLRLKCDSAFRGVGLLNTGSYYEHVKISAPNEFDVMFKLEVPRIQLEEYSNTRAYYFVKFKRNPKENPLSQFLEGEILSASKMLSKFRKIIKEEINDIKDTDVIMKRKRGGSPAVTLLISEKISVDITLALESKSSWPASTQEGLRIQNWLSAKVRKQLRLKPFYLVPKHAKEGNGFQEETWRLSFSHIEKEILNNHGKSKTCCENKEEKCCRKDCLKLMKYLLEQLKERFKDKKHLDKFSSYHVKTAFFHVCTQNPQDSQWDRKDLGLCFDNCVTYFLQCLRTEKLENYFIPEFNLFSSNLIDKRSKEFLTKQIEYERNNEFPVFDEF
* marks the source's active call; other numbers are inactive results; . = no result given; & = joins results of further samples. Cut-off read from the data, not from the text of the source, unless noted: active = inhibition above about 40%; inactive = the rest.

SMILES	NPYLR7 ag	mcGAS lum	hcGAS lum
Cc1ccc(C2(O)CCN(C(=O)CC3NC(=O)c4ccccc43)CC2)nc1 (stereo not given)	3.2	-14.6	-2.2
FC(F)(F)c1cccc(N2CCN(C3CCCN(C4C5CC6CC(C5)CC4C6)C3)CC2)c1 (stereo not given)	7.1	-14.2	-6.1
Cc1csc(N(C(=O)c2n[nH]c3c2CCCC3)C2CC2)n1	-5.1	.	-4.7
COc1coc(C(=O)Nc2nc(C)c(C(=O)N(C)C)s2)cc1=O	-5.0	.	-1.2
Cc1nc(CC(=O)N2CCc3nnc(CCc4ccccc4)n3CC2)c(C)s1	5.0	.	-2.7
COCCNC(=O)Cn1nc2c(c1NC(=O)c1ccc(Br)o1)CSC2	-4.3	-3.3	-0.8
CCOC(=O)C1CCN(C(c2ccc(C)cc2)C2Sc3nc(-c4ccco4)nn3C2=O)CC1 (stereo not given)	-0.8	-7.7	-4.5
Oc1[nH]c2c(Cl)cc(Cl)cc2c1N=Nc1ccc(Cl)cc1	3.1	.	-5.8
COc1ccc(CCN(Cc2cccs2)C(=O)CN(C(=O)Nc2ccc(Br)cc2)C(C)C)cc1OC	3.9	-5.8	-8.1
Cc1nnc(NC(=O)c2nc(-c3cccs3)n(-c3ccccc3)n2)s1	0.3	.	-0.8
CCCN(CCC)C1=NC(=[N+](CCC)CCC)c2ccccc21	0.7	-3.9	2.3
Cc1ccc(C(=O)N2CCN(C(=O)CCCSc3nnc(-c4ccc(C)cc4)n3-c3cccc(C)c3)CC2C)cc1 (stereo not given)	-6.6	1.3	4.8
COc1cccc(-c2nc3ccccn3c2NC(=O)COc2ccccc2)c1	11.8	-5.8	-5.7
CC1(C(=O)NCc2ccc3c(c2)OCO3)CCN1C(=O)COc1ccc(Cl)cc1 (stereo not given)	9.9	-4.9	-10.7
COc1ccc(-c2cc(=O)c3cc(OC)ccc3o2)cc1	-1.1&-0.4	.	-3.2&-3.5
CC1SC(c2ccc(F)cc2F)N(CCO)C1=O (stereo not given)	1.2	-3.5	-1.4
Cc1cc(C)cc(-n2c(C)c(C)n3c4c(=O)n(CCN5CCCCC5)c(=O)n(C)c4nc23)c1	0.9	.	-7.8
NC(=O)c1ccccc1OCc1ccccc1C(F)(F)F	6.5	-5.5	-0.3
Cn1c(-c2cc(-c3ccccc3)c3cc(Br)ccc3n2)nc2ccccc21	6.0	-5.8	-4.0
N#Cc1nc(-c2ccc(COc3ccc(Cl)cc3)o2)oc1NCC1CCCO1 (stereo not given)	0.5	-5.8	-5.3
Cc1noc(C)c1CN(C)Cc1ccc(C2CCCCO2)o1 (stereo not given)	0.8	.	-1.3
CC(C)(C)CC(C)(C)NC(=O)CNC(=O)OC(C)(C)C	14.0	-18.0	-6.6
CNc1nnc(SCc2ccccc2Br)s1	16.4	.	-11.0
Cc1noc(C)c1CSc1nc2cc(S(=O)(=O)N3CCCC(C)C3)ccc2n1CC1CCCO1 (stereo not given)	5.8	-3.2	-3.0
Cc1ccc(-c2nc(C)c(C(C)C)c(N3CCN(C(=O)Nc4ccc(C)c(C)c4)CC3)n2)cc1	-1.5	-1.9	-4.7
Cc1ccc(-c2cncnc2)c2cccnc12	1.0	-16.5	-6.2
CSc1nnc2c(n1)OC(c1cc3c(cc1Br)OCO3)Nc1ccccc1-2 (stereo not given)	4.2	-2.1	5.3
CC(C)c1ccc(C2CC(=O)N(CC(=O)N(C)Cc3ccccc3)C(=O)N2)cc1 (stereo not given)	.	-3.7	-4.4
Nc1cc(-c2cccc(Cl)c2)nn1-c1ccc(C(=O)N2CCOCC2)cc1	-7.9	-4.9	-3.6
Cc1cccc(C2c3cccn3-c3ccccc3N2C(=O)CN(C(=O)c2ccc([N+](=O)[O-])cc2Cl)C2CC2)c1 (stereo not given)	25.2	-4.8	-1.4
CCNC(=O)C1(C)CCCN(Cc2noc(-c3ccccc3)n2)C1 (stereo not given)	6.5	-3.0	-3.4
COc1cc(OC)cc(-c2nnc(SCc3c(F)cccc3Cl)n2C2CCCCC2)c1	.	-7.6	-7.1
CC(=O)Nc1ccc(NC(=O)CSc2nc(=O)n(CCCN(C)C)c3c2CCCC3)cc1	2.2	-2.3	9.8
CC1(N2CCOCC2)CC2(O)C(=[N+]1[O-])CCc1c2no[n+]1[O-] (stereo not given)	9.3	.	-9.3
CC(=O)O[C@@H](C)C(=O)N1CCN(Cc2cc(=O)c(OCc3ccc(C(C)(C)C)cc3)co2)CC1	-7.4	-5.7	-3.0
CCOC(=O)[C@@H]1[C@@H](OC)C(=O)N(Cc2ccccc2)C12CCN(C(=O)c1ccc3c(c1)OCO3)CC2	19.0	-5.9	4.7
COc1ccc(CN(Cc2nc(C(=O)NCc3ccncc3)co2)C(C)c2ccccc2)c(OC)c1 (stereo not given)	.	-5.3	-6.1
Cc1c(C(C)NC(=O)/C=C/c2cccs2)cnn1-c1ccccn1 (stereo not given)	13.9	.	-7.9&-5.9
CCOC(=O)N1CCC(C2CCNCC2)CC1	.	-2.8	0.0
CCN(CC)c1cc(C)nc(Nc2ccc(NS(=O)(=O)c3ccc4nc(C)sc4c3)cc2)n1	7.7	.	-10.0
COc1cccc(CCC(=O)Nc2cc3c(cc2C(=O)O)OCCCO3)c1OC	12.0	-5.8	-14.8
CCNC(=O)C(C1CCCC1)N1CCN(C(=O)Nc2ccc(OC)cc2)CC1 (stereo not given)	5.9	-6.3	-4.3
O=C(Cn1nc(-c2ccc(F)cc2)c2sc(N3CCOCC3)nc2c1=O)Nc1cccc(F)c1	-5.6	-1.5	0.6
Nc1cc(C(=O)NCCCc2nc3ccccc3s2)[nH]n1	4.3	.	-3.7
Cc1[nH]c2ccc(C(=O)NCC(=O)N3CCCC3)cc2c1C	-0.6	-1.1	-2.2

Some entries already given, limited to hcGAS lum.
Molecule,hcGAS lum
Cc1nc(CC(=O)N2CCc3nnc(CCc4ccccc4)n3CC2)c(C)s1,-2.7
CC(C)(C)CC(C)(C)NC(=O)CNC(=O)OC(C)(C)C,-6.6
CCCN(CCC)C1=NC(=[N+](CCC)CCC)c2ccccc21,2.3
CCOC(=O)C1CCN(C(c2ccc(C)cc2)C2Sc3nc(-c4ccco4)nn3C2=O)CC1 (stereo not given),-4.5
Cc1ccc(-c2cncnc2)c2cccnc12,-6.2
CC1(C(=O)NCc2ccc3c(c2)OCO3)CCN1C(=O)COc1ccc(Cl)cc1 (stereo not given),-10.7
Cc1ccc(C(=O)N2CCN(C(=O)CCCSc3nnc(-c4ccc(C)cc4)n3-c3cccc(C)c3)CC2C)cc1 (stereo not given),4.8

A portion from further up:
SMILES	NPYLR7 ag	mcGAS lum	hcGAS lum
Cc1noc(C)c1CN(C)Cc1ccc(C2CCCCO2)o1 (stereo not given)	0.8	.	-1.3
CC(C)(C)CC(C)(C)NC(=O)CNC(=O)OC(C)(C)C	14.0	-18.0	-6.6
CNc1nnc(SCc2ccccc2Br)s1	16.4	.	-11.0
Cc1noc(C)c1CSc1nc2cc(S(=O)(=O)N3CCCC(C)C3)ccc2n1CC1CCCO1 (stereo not given)	5.8	-3.2	-3.0

Complete entries, looked up by structure. Values in the order: NPYLR7 ag | mcGAS lum | hcGAS lum
`O=C(Cn1nc(-c2ccc(F)cc2)c2sc(N3CCOCC3)nc2c1=O)Nc1cccc(F)c1` in the list: -5.6 | -1.5 | 0.6
`CCNC(=O)C(C1CCCC1)N1CCN(C(=O)Nc2ccc(OC)cc2)CC1` (stereo not given) in the list: 5.9 | -6.3 | -4.3
`CC(C)c1ccc(C2CC(=O)N(CC(=O)N(C)Cc3ccccc3)C(=O)N2)cc1` (stereo not given) in the list: . | -3.7 | -4.4
`Nc1cc(-c2cccc(Cl)c2)nn1-c1ccc(C(=O)N2CCOCC2)cc1` in the list: -7.9 | -4.9 | -3.6

Following part
SMILES	NPYLR7 ag	mcGAS lum	hcGAS lum
CCN(CC)C(=O)Oc1ccc2c(ccn2Cc2cccc(Cl)c2F)c1-c1ccc(C)cc1	6.5	-5.3	-0.6
Cc1cccc(NC(=O)CSc2cn(CC(=O)N3CCOCC3)c3ccccc23)c1	-0.8	-5.1	-3.3
CCNc1nnc(SCC(=O)NC(=O)NC(C)(C)C)s1	12.2	-4.6	-18.1
Cc1csc(-c2cccc(OS(=O)(=O)c3cnc[nH]3)c2)n1	5.2	-16.9	-9.1
Cc1ccc(S(=O)(=O)Nc2cccc(-c3ccc(=O)n(C)n3)c2)s1	0.1	-9.1	-7.6
COCCc1noc(C(C)(C)c2ccc3c(c2)OCCO3)n1	-0.8	.	-1.2
COC(=O)c1ccc(C(=O)N2CC(C)Cc3ccccc32)nc1 (stereo not given)	-1.4	.	-6.7
CC1CC(C)CN(S(=O)(=O)c2cccc(C(=O)Nc3nc4c(s3)CCC4)c2)C1 (stereo not given)	0.4	-15.0	-0.4
CCOc1nn(CC)cc1C(=O)N1CC(C)OC(C)C1 (stereo not given)	-0.4	.	-5.7
CN(Cc1ccccc1-n1cccn1)C(=O)CC1COCCN1 (stereo not given)	2.8	.	-0.7
CC(=O)Nc1ccc(CN2CCn3c(nnc3C(=O)NC(C)C)C2)cc1	7.7	.	-6.4
COCc1ncc(CN2CCN(c3ccccc3C)CC2C)cn1 (stereo not given)	7.1	.	-6.3
CC(NC(=O)CCS(=O)(=O)c1ccc(C(F)(F)F)cn1)c1ccccc1 (stereo not given)	-2.0	.	-0.1
CN1CC2(CCCN(Cc3nnc(-c4ccccc4)o3)CC2)OC1=O (stereo not given)	2.9	-10.6	0.6
CC(OC(=O)c1ccc(O)cc1)C(=O)OCCc1ccccc1 (stereo not given)	4.9	.	8.7
CCOC(=O)c1cn[nH]c1S(=O)(=O)NCCCc1ccccc1	-1.7	-7.6	-5.3
COCCN(Cc1sccc1C)C(=O)c1scc2c1OCCO2	-5.9	.	-1.8
O=C(CCl)Nc1nc(-c2ccccc2Cl)cs1	3.5	60.3*	-3.1
COc1cc2c(cc1-c1c(-c3ccccc3)ncn1[C@H](C)C(N)=O)OCO2	4.9	-13.6	-1.8
Cc1ccc(C)c(S(=O)(=O)c2nnn3c2nc(N2CCc4ccccc42)c2ccccc23)c1	-4.7	-6.9	-5.0
C=C(C)Cn1c(N2CCCC(C)C2)nc2c1c(=O)[nH]c(=O)n2C (stereo not given)	-6.5	.	-4.6
CC(=O)Nc1cccc(-c2nccc3ccccc23)c1	3.1	-12.7	-3.6
Cn1nnc2c(Nc3ccccc3)ncnc21	14.3	.	-1.4
Cc1occc1-c1nnc(SCC(=O)c2cc(C)n(C3CC3)c2C)n1C	0.4	.	-2.8
Cn1c(=O)c2c(SCc3cccc(F)c3)nc(C3CC3)nc2n(C)c1=O	9.9	.	-3.4
c1ccc(SCc2nc(Sc3nnc4ccccn34)c3c4c(sc3n2)CCC4)cc1	6.8	-8.6	-8.2
COC(=O)[C@@H]1C[C@@H](N(C)C)CN1C1CCN(c2cc(C)cc(C)c2)CC1	7.3	.	-10.0
NC(=O)C1CCN(C(=O)CC(c2ccccc2)c2cccc(Cl)c2)CC1 (stereo not given)	24.6	.	-9.6
CC(C)CNC(=O)c1cn(C2CCCC2)cc(C(=O)N2CC3(C)CC2CC(C)(C)C3)c1=O (stereo not given)	4.7	.	-3.1
CCOC(C)c1ccc(-c2ccc(NC(C)=O)nc2)cc1 (stereo not given)	-5.3	-12.1	-7.0

Random excerpt: two compounds from above.
SMILES	NPYLR7 ag	mcGAS lum	hcGAS lum
FC(F)(F)c1cccc(N2CCN(C3CCCN(C4C5CC6CC(C5)CC4C6)C3)CC2)c1 (stereo not given)	7.1	-14.2	-6.1
Cc1nc(CC(=O)N2CCc3nnc(CCc4ccccc4)n3CC2)c(C)s1	5.0	.	-2.7

(cont.)
SMILES	NPYLR7 ag	mcGAS lum	hcGAS lum
O=C(c1ccco1)N1CCCN(Cc2ccc(-n3cncn3)cc2)CC1	3.1	.	-8.2
O=S(=O)(c1ccc2c(c1)OCCO2)N1CCNCC1	5.7&6.4	-5.8&-3.4	-14.3&-4.7
Cc1cccc(C(C2Sc3nc(C)nn3C2=O)N2CCC(C)CC2)c1 (stereo not given)	0.9	-7.0	-7.4
COc1ccc(CCN(Cc2ccc(C)o2)C(=O)CNCCN2CCCCC2)cc1OC	21.9	-6.5	-6.9
O=C(O)c1cn(CC2COc3ccccc3O2)nn1 (stereo not given)	6.6	-13.8	-6.8
CC(C)c1nccn1Cc1cc(C(=O)N2CCc3sccc3C2)n[nH]1	3.1	.	-12.7
C=CCNc1ccccc1C(=O)N1CC[C@@H](c2ccc3c(c2)OCO3)[C@H](O)C1	9.6	-10.3	-3.3
Cc1cc(NC(=O)CNC2CCN(Cc3ccccn3)CC2)ccc1Cl	14.0	-15.4	-5.9
CC(C)NCC(O)COc1ccc(COCCOC(C)C)cc1 (stereo not given)	7.6&-11.0&2.6	-1.2	-4.0&-1.3&-6.1&5.2
